TIM10 inh: growth inhibitors of isogenic TIM10 control yeast, primary screen, counter-screen for tim10-1 yeast inhibitor project, luminescence, uHTS | S. cerevisiae TIM10 strain growth, BacTiter-Glo luminescence, 24 h | inhibition, % at 10 µM | actives 1.4% (n = 330,000) | AID 463195, 2010;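 active means inhibition of 40% or more at the single tested concentration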;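 further: wild-type TIM10 isogenic control strain grown at permissive 25 °C; 0% = DMSO yeast wells and 100% = minimal medium wells without yeast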
Mdm2-MdmX inh: inhibitors of human Mdm2-MdmX association, primary screen, cell-based, luminescence, split luciferase, SaOS-2, uHTS; Protein Mdm4 (Homo sapiens) + E3 ubiquitin-protein ligase Mdm2 (Homo sapiens), …; SaOS-2 split-luciferase Mdm2/MdmX complementation; inhibition, % at 8 µM; actives 3% (n = 330,000);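 active means inhibition of at least 50% at 8 µM in the primary screen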
APJ antag: antagonists of human apelin receptor APJ, primary screen, CHO-K1 cells, beta-arrestin complementation, luminescence | inhibition, % at 20 µM | AID 2521, 2010 | actives 0.32% (n = 330,000);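 active means inhibition above about 40% at 20 µM, limit read from the data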;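 further: cells challenged with 10 nM apelin-13 agonist together with compound; plate controls were apelin-13 plus DMSO wells for no effect and DMSO wells lacking apelin-13 for full effect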
Target sequence (P35414 whole entry, looked up): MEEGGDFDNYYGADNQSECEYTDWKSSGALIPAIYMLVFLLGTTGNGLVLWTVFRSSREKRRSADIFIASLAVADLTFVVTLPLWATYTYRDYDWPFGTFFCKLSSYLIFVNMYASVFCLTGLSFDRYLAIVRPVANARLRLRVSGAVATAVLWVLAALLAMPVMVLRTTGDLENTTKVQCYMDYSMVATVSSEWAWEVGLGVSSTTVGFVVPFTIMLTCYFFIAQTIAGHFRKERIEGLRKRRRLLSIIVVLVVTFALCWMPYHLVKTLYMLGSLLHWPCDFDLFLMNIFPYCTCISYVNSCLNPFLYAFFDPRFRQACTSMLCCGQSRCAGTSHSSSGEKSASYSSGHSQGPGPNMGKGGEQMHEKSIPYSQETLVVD
tim23-1 inh: growth inhibitors of tim23-1 mutant yeast, primary screen, luminescence, uHTS. S. cerevisiae tim23-1 growth, BacTiter-Glo luminescence, 24 h. actives 1.3% (n = 330,000). inhibition, % at 20 µM. AID 463212, 2010;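 active means growth inhibition of the mutant yeast at or above 50%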;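 further: temperature-sensitive mutant grown at 25 °C; plate controls were DMSO-treated mutant yeast for no effect and medium wells lacking yeast for full effect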
CXCR6 inh: CXCR6 receptor inhibitors, primary screen, cell-based, beta-arrestin, luminescence, CHO-K1 PathHunter, 1536-well; actives 0.36% (n = 360,000); inhibition, % at 20 µM; AID 602244, 2012; C-X-C chemokine receptor type 6 (Homo sapiens), O00574; in the data active means inhibition above about 34%, passing the limit was not always enough;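 further: antagonist mode with CXCL16 agonist at 10 nM final; 0% = 10 nM CXCL16 with DMSO and 100% = unstimulated wells without agonist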
Target sequence (O00574 whole entry, looked up): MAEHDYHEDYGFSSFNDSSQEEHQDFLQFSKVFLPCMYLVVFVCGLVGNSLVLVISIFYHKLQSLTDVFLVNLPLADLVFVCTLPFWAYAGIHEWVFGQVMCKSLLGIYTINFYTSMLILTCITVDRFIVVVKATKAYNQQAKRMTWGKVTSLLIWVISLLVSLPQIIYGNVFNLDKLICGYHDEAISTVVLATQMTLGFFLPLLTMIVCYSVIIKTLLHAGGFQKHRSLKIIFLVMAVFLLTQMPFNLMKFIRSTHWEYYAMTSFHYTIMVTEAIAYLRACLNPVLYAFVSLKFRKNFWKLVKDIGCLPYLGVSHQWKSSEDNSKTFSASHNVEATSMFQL
tim10-1 inh: growth inhibitors of tim10-1 mutant yeast, primary screen, luminescence, uHTS; inhibition, % at 20 µM; actives 2.2% (n = 330,000); S. cerevisiae tim10-1 ts strain growth, BacTiter-Glo, 24 h; AID 463190, 2010;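 active means inhibition of at least 40%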;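 further: mutant grown at 25 °C; 0% = DMSO wells with yeast and 100% = wells holding no yeast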
APJ agonist: agonists of human apelin receptor APJ, primary screen, CHO-K1 cells, PathHunter beta-arrestin, luminescence | P35414 | 0% DMSO wells, 100% apelin | activation, % at 20 µM | actives 0.11% (n = 330,000) | AID 2520, 2010;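 active means activation more than six SD over the plate average, tested at 20 µM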;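 further: 0% = DMSO alone and 100% = apelin-13 at 10 nM; some results filed as inactive read as strong as hits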
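system = engineered CHO-K1 APJ arrestin reporter cells | input = 1000 cells per well | timing = overnight seeding, 90 min compound at 25 °C, 1 h detection | measured by = enzyme-fragment complementation luminescence | read-out = beta-arrestin recruitment to APJ as agonist activity, luminescent signal | control set = negative DMSO alone, positive Apelin-13 at 10 nM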
UPR XBP1 act: activators of adaptive XBP1 UPR arm, primary screen, cell-based, CHO-XBP1 luciferase reporter, luminescence, uHTS; IRE1-XBP1 UPR activation; percent of tunicamycin response, DMSO as zero; AID 463104, 2010; actives 0.33% (n = 330,000); activation, % at 20 µM;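 active means versus positive control, 20 µM dose yields 30% or more activation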;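 further: 100% = tunicamycin at 10 µg/mL and 0% = DMSO only wells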
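Assay system: CHO-XBP1 luciferase reporter cells; Schedule: 6 h treatment, 37 °C; Detection: glow luminescence from Steady-Glo reagent; Benchmarks: high control tunicamycin 10 µg/mL final, low control DMSO vehicle only.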
CHOP UPR activ: activators of apoptotic CHOP UPR arm, primary screen, cell-based, CHO-CHOP luciferase reporter, luminescence, uHTS. activation, % at 10 µM. UPR activation; percent of tunicamycin response over DMSO baseline. actives 0.34% (n = 330,000). AID 449763, 2010;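 active means at 10 µM dose, activation of 40% or more, normalized to positive control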;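 further: 100% = tunicamycin at 10 µg/mL and 0% = DMSO alone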
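measured by = luciferase luminescence | assay system = CHO-CHOP cells, stable luciferase reporter of PERK-eIF2a-CHOP signalling | amount = 500 reporter cells seeded per well | timing = 6 h compound exposure at 37 °C after overnight seeding | controls = positive tunicamycin 10 µg/mL, negative DMSO alone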
* marks the source's active call; other numbers are inactive results; x = not tested or not shown. Some of the compounds tested. The share of hits here may be higher or lower than overall.

SMILES	TIM10 inh	Mdm2-MdmX inh	APJ antag	tim23-1 inh	CXCR6 inh	tim10-1 inh	APJ agonist	UPR XBP1 act	CHOP UPR activ
S=c1[nH]nc(Cc2noc3ccccc23)n1-c1ccc(Cl)cc1	2	-2	8	9	-2	35	2	-3	0.4
CCOC(=O)C(=CNNc1ccccc1)C(=O)OCC	20	-2	18	52*	6	40	0	1	0.4
COCc1nnc(NC(=O)C(C)C)s1	-5	17	-12	8	-5	1	3	-3	-3.4
O=Cc1cn(CC(O)CN2CCCCC2)c2ccccc12 (stereo not drawn)	11	-13	-33	10	-2	15	-1	12	-0.2
O=C(CCc1ccc(S(=O)(=O)N2CCOCC2)cc1)OCC(=O)c1ccc(Br)cc1	13	-19	22	16	-2	18	-3	0	2.3
O=c1c2nnn(-c3cccc(F)c3)c2ncn1Cc1ccccn1	7	-21	-3	18	11	1	-1	-3	-0.7
Cc1ccc(C(=O)N2CCN(S(=O)(=O)c3ccccc3[N+](=O)[O-])C2)cc1	12	6	9	5	-5	15	-2	2	1.6
CCC(C)(C)n1nnnc1C(c1ccccn1)N1CCOCC1 (stereo not drawn)	2	3	-11	-3	0	-1	4	-3	0.4
COc1ccc(N(C(C)=O)S(=O)(=O)c2cc(OC)ccc2OC)cc1	27	20	-19	27	-8	19	-6	3	0.5
Cc1cc2nccc(-c3cccnc3)n2n1	-19	23	-26	11	-2	9	-3	1	-1.2
Cc1sc2nc(CN3CCCC3)nc(N3CCN(C(=O)c4ccco4)CC3)c2c1C	-11	5	17	-22	8	-7	-4	1	2.6
COc1ccc(-c2[nH]ncc2CN2CCSCC2)c(OC)c1	6	2	13	1	9	4	-3	-2	0.1
CCN1C(=O)C(CC(=O)Nc2ccc(OC)cc2)N(Cc2ccco2)C1=S (stereo not drawn)	23	1	-1	30	4	21	-1	-1	-1.1
Cc1ccc(C)c(/C=N/Nc2ccccn2)c1	16	-35	7	27	0	31	-4	5	1.1
CN(c1ccccc1)S(=O)(=O)c1cccc(C(=O)NNC(=O)c2ccncc2)c1	-16	21	3	-8	0	-17	2	-2	9.7
Cc1cc(C)n(CC(=O)c2cccc(N)c2)n1	0	4	5	0	-1	3	-1	-2	-0.5
CCOC(=O)c1c(C)[nH]c(C)c1S(=O)(=O)NCc1cc(C)ccc1C	6	16	10	12	2	5	2	-5	0.2
COc1ccc(NC(=O)CCCn2nc(C)c3c(C)n(-c4ccccc4)nc3c2=O)cc1	4	-6	15	5	10	11	3	-4	2.7
CCOC(=O)c1c(NC(=O)c2ccc(C)cc2)sc2c1CC(C)(C)OC2	-42	0	-1	8	-12	-13	-1	-2	-0.7
Cc1cc(O)c(C(=O)/C=C/c2ccc(Cl)cc2)c(=O)o1	33	-8	-21	53*	6	47*	-2	-5	5.4
CSc1nc(-c2ccco2)nn1C(=O)c1cccs1	17	17	6	-15	8	19	7	-1	0.0
Cn1cc([N+](=O)[O-])c(C(=O)Nc2ccc3c(c2)OCCO3)n1	14	15	-3	22	-6	17	0	-3	0.1
CC(C)Sc1nnc(CNC(=O)C23CC4CC(CC(C4)C2)C3)n1C1CCCCC1	19	-10	-6	28	-3	25	-3	-4	-0.8
CCN(C(=O)COc1ccc(C)cc1OC)c1cccc2ccccc12	5	11	16	34	0	9	-2	-3	-0.1
CNC(=O)COC(=O)/C=C/c1nc2ccccc2s1	11	12	-12	28	0	31	-1	-2	-0.1
Cc1ccc(Oc2nc3c(c(=O)n(Cc4ccccc4F)c(=O)n3C)n2C)cc1	17	13	11	19	14	21	-4	1	1.2
CCOC(=O)C1CCN(c2nc3ccccc3nc2C(C#N)C(=O)OC(C)COC)CC1 (stereo not drawn)	25	8	10	15	16	18	-4	-2	2.3
CCCOc1ccc(-c2nnn(CC(=O)N3CCC(C)CC3)n2)cc1	1	21	2	27	-4	23	-3	-2	-0.6
CCCCN(C)CCNC(=O)Cn1ncc2c(=O)oc3ccc(C)cc3c21	-43	-2	-12	-23	9	-12	-6	0	0.2
O=C(OCC(=O)N1CCCC1)c1cc([N+](=O)[O-])ccc1Cl	-1	-15	4	10	-10	-5	2	-3	0.4
Cn1ncc2c(c(SCc3ccc(Cl)cc3Cl)nn2C)c1=O	15	30	12	2	-18	11	-2	-3	1.5
COc1cc2sc(-c3ccc(S(C)(=O)=O)cc3)c(C(=O)NCc3ccc(C)o3)c2cc1OC	12	-31	8	19	-7	12	2	-3	-0.7
O=C(COc1ccc2ccc(=O)oc2c1)N1CCN(c2ccccc2)CC1	16	14	15	-2	-2	16	1	-2	-0.4
CC(C)(C)c1ccc(C(=O)N2CCNC(=O)C2CC(=O)Nc2ccc(F)cc2)cc1 (stereo not drawn)	-4	5	11	-4	-5	-2	1	4	0.0
CN1CCc2c(sc3nc(SCC(N)=O)n(-c4ccc(Cl)cc4)c(=O)c23)C1	-10	24	-15	7	-7	11	-2	4	0.5
O=C(c1ccc(F)cc1)c1c[nH]c(C(=O)NCc2ccco2)c1	6	32	3	1	-6	0	-4	3	1.1
Cn1cc(/C(Cc2ccccc2)=N\O)c2ccccc21	20	37	2	-2	4	-16	2	2	0.9
CN(CC(=O)Nc1ccc(Cl)cc1)C(=O)CCc1c[nH]c2ccccc12	19	14	19	19	-10	4	-2	-3	1.4
O=C1CN(C(=O)/C=C/c2ccco2)c2ccccc2N1	4	-15	-1	9	1	1	-1	1	1.6
COc1ccc(S(=O)(=O)N2CCCCCC2)cc1NC(=O)c1ccccc1S(C)(=O)=O	8	-2	-5	18	-2	9	-3	0	-0.4
O=C(Cn1cncn1)N/N=C/c1ccccc1O	6	18	17	-10	-5	-4	-2	13	2.1
O=C(CCC(=O)Nc1nnc(C2CCCCC2)s1)NCc1cccs1	7	19	14	3	-8	14	-7	4	0.7
Cc1ccc(CS(=O)(=O)CCC(=O)NCCN2CCCC2)cc1	4	-16	-5	4	1	-2	2	-2	-0.1
O=C(NCCc1ccc(Cl)cc1)C(=O)Nc1cc2c3c(c1)CC(=O)N3CCC2	5	26	3	12	-5	22	-4	-1	1.4
O=C1N/C(=N\c2ccccn2)SC1Cc1ccccc1Cl (stereo not drawn)	-4	29	8	4	-1	1	-6	4	2.0
CC(=O)N1N=C(c2ccc([N+](=O)[O-])cc2)CC1c1ccccc1Cl (stereo not drawn)	0	10	5	33	2	21	4	-4	-1.1
N#Cc1cc2cc3c(cc2nc1NCCNC(=S)NCCCN1CCOCC1)OCO3	-1	6	-12	7	-7	3	-2	-6	-2.6
COc1cc([N+](=O)[O-])ccc1NC(=O)CSc1nc2ccccc2n1-c1ccccc1	2	17	-3	-4	x	7	-3	1	0.0

Filtered by structure: those above with a cyano group (2)
SMILES	TIM10 inh	Mdm2-MdmX inh	APJ antag	tim23-1 inh	CXCR6 inh	tim10-1 inh	APJ agonist	UPR XBP1 act	CHOP UPR activ
CCOC(=O)C1CCN(c2nc3ccccc3nc2C(C#N)C(=O)OC(C)COC)CC1 (stereo not drawn)	25	8	10	15	16	18	-4	-2	2.3
N#Cc1cc2cc3c(cc2nc1NCCNC(=S)NCCCN1CCOCC1)OCO3	-1	6	-12	7	-7	3	-2	-6	-2.6

Continued.
SMILES	TIM10 inh	Mdm2-MdmX inh	APJ antag	tim23-1 inh	CXCR6 inh	tim10-1 inh	APJ agonist	UPR XBP1 act	CHOP UPR activ
O=C(COC(=O)C1=Cc2ccccc2OC1)NCc1ccco1	2	27	16	8	-4	6	-6	-4	0.9
O=C(Nc1ccc(Oc2ncnc3cc(Cl)ccc23)nc1)c1ccc(F)cc1	-17	9	12	8	x	-13	-2	-1	1.1
CC(C)Cn1c(SC(C)C(=O)Nc2ccc(N3CCOCC3)cc2)nc2ccccc21 (stereo not drawn)	19	-30	-4	23	1	19	2	-1	-1.1
CCN1CCCC1CNC(=O)Cn1cnc2sc(C)c(S(=O)(=O)N3CCC(C)CC3)c2c1=O (stereo not drawn)	-4	9	21	9	x	7	-1	3	1.2
COc1cc(Cl)c(CN2CCCC(CO)(Cc3cccc(Cl)c3)C2)cc1OC (stereo not drawn)	4	-6	14	36	2	-1	-3	-3	-0.5
CCOc1ccc(NS(=O)(=O)c2ccc3[nH]cc(C(=O)NCCOC)c(=O)c3c2)cc1	9	9	-6	31	-11	6	0	-2	0.1
CCOC(=O)NC(Nc1ccc(C)cn1)(C(F)(F)F)C(F)(F)F	-9	-3	18	-1	-5	3	1	-1	1.9
C(=C\c1nnc(-c2cccs2)o1)/c1ccccc1	10	-155	3	22	-4	8	-2	-1	3.9
COC(CNC(=O)C1CC(=O)N(CCc2ccccc2)C1)OC (stereo not drawn)	9	-8	-19	-4	0	3	-2	1	-0.5
C=CCN(Cc1nc(-c2ccc(OC)cc2)no1)C(=O)c1ccc2c(c1)OCO2	4	12	11	3	14	-11	-1	-2	0.1
Cc1c(Cl)cccc1NC(=O)CCC(=O)N/N=C/c1ccc[nH]1	9	55*	-36	5	-1	6	4	-2	0.1
CC(C)Cc1nc(N2CCOCC2)c(C#N)c2c1COC(C)(C)C2	-1	7	10	22	3	-2	1	-1	0.4
COC(=O)c1ccc(NC(=O)CCN2CCOCC2)cc1	-6	4	-11	-16	11	-9	2	0	0.4
Cc1ccc2oc(=O)c3cc(C(=O)NCCCN4CCCC(C)C4)sc3c2c1 (stereo not drawn)	5	47	39	-4	11	8	2	-1	5.2
Cc1noc(/C=C/c2ccco2)c1S(=O)(=O)N1CCC(C(=O)N2CCc3ccccc3C2)CC1	16	6	2	18	3	38	-1	1	2.4
O=[N+]([O-])c1cc(S(=O)(=O)N2CCOCC2)ccc1N1CCNCC1	7	30	11	-4	-3	2	2	-2	-0.3
COc1cccc(NC(=O)CN2C(=O)COc3ccc(S(=O)(=O)N4CCC(C)CC4)cc32)c1	6	26	-4	4	-5	10	0	-5	1.3
CCOC(=O)C(=O)Nc1ccccc1C(=O)OCC	-1	9	-11	7	-4	-5	1	0	-1.0
Cc1cc2c(c(=O)o1)C(c1ccc([N+](=O)[O-])o1)C(C#N)=C(N)O2 (stereo not drawn)	-5	13	15	-8	-1	-23	3	-1	2.0
Cc1ccc(NS(=O)(=O)c2cccc(C(=O)O)c2)c(C)c1	20	-26	-3	18	11	20	1	1	0.6

Screening data: PubChem, Sanford-Burnham Center for Chemical Genomics
